High-throughput results (PubChem BioAssay)
C2C12 statin: suppressors of simvastatin-induced myotoxicity in C2C12 myotubes. ATP luminescence, 48 h; scaled: DMSO 0, geranylgeraniol control 100. rescue of ATP level, % at 7.49 µM. actives 0.78% (n = 330,000). AID 602340;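 active means mean ATP rescue above about 67%, or every replicate alone reaching that limit, limit read from the data, passing the limit was not always enough; inconclusive means no clear call, values can overlap the other calls; inactive means mean under the limit and some replicate under it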;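 further: myotubes were challenged with 10 µM simvastatin during compound exposure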
ERp5 inh: blocks human ERp5 reductase activity on insulin. actives 0.05% (n = 350,000). inhibition, % at 9.99 µM. Q15084. ERp5 insulin aggregation, absorbance 650 nm, 90 min. AID 651711;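 active means mean replicate inhibition above about 25%, with every replicate also reaching it, limit read from the data, passing the limit was not always enough; inconclusive means only one of those two criteria met; inactive means neither criterion met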
Target sequence (Q15084 whole entry, looked up): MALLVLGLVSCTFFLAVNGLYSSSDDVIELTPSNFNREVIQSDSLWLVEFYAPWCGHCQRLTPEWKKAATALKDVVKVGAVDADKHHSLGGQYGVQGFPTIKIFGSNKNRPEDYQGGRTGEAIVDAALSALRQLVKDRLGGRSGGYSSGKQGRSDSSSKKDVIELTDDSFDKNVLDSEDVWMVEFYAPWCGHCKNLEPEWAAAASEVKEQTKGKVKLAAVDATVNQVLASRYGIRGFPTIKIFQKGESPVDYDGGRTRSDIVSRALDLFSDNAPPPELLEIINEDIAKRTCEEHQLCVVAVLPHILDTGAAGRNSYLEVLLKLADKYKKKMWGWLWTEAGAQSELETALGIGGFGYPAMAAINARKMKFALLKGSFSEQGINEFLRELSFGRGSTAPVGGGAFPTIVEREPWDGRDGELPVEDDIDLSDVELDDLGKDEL
PglD inh: PglD (C. jejuni) enzyme inhibition; purified PglD enzyme, DTNB colorimetric CoA detection; inhibition, % at 12.5 µM; actives 0.098% (n = 360,000); in the data active means inhibition above about 16%, passing the limit was not always enough; inconclusive means no clear call, values can overlap the other calls; further: strong numbers were not always called active
DENV2 CPE rescue: protects cells from dengue virus 2 cytopathic effect; DENV2-infected cells, cytopathic effect rescue, plate reader; CPE inhibition, % at 9.99 µM; actives 1.7% (n = 350,000); in the data active means CPE inhibition above about 20%, passing the limit was not always enough; inconclusive means no clear call, values can overlap the other calls; tested in BHK-21 cells;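 further: 0% = median of neutral control wells and 100% = median of positive control wells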
SIRT5 block: sirtuin-5 (human) deacylase inhibition | actives 1.1% (n = 330,000) | Purified SirT5, succinyl-peptide AMC, trypsin-coupled fluorescence | inhibition, % at 15 µM; in the data active means inhibition above about 15%; inconclusive means no clear call, values can overlap the other calls
Target sequence (Q9NXA8 whole entry, looked up): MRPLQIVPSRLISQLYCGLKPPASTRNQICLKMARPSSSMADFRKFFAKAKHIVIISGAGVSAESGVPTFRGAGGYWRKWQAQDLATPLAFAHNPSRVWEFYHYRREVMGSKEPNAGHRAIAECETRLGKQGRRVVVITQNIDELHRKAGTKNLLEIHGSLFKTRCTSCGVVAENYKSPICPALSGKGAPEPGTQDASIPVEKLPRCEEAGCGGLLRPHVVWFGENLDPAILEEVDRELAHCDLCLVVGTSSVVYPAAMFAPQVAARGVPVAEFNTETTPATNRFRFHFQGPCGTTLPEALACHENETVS
S100A4 inh HTS: S100A4-myosin IIA interaction inhibition. actives 0.14% (n = 360,000). inhibition, % at 10.7 µM. P26447. S100A4/TAMRA-MyoIIA peptide fluorescence polarization;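 active means mean inhibition of at least 70% across replicates, with every replicate also reaching that level; inconclusive means mean inhibition reaches 70% but some replicates fall short; inactive means mean inhibition below 70%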
Target sequence (P26447 whole entry, looked up): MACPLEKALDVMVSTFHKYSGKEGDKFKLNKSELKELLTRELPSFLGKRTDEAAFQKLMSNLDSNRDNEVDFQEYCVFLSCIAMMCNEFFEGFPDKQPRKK
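assay system = human S100A4 monomer with TAMRA-labelled myosin IIA peptide | also added = labelled myosin peptide probe, 5 nM | incubation = 5 min between mix addition and reading | control set = DMSO and TFP controls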
E-sel inducer: induces E-selectin expression in human endothelial cells. actives 0.37% (n = 260,000). activation, % at 7.58 µM. HUVEC E-selectin immunofluorescence imaging; normalized: neutral wells 0, TNF-alpha wells 100. AID 686992;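 active means mean E-selectin-positive cell signal at least 10% of the positive control, reached in at least 60% of replicates, without over 20% cell loss; inconclusive means no rule given, readout overlaps actives, possibly toxicity-flagged; inactive means the rest, including those meeting only one limit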;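 further: in these data hits start at about 27%; measured in HUVEC primary endothelial cells; signal is the percent of cells scored E-selectin positive by PE staining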
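Assay system: HUVEC, human umbilical vein endothelial cells / Amount: 3,000 HUVEC/well / Controls: TNF-alpha positive control, DMSO neutral control / Compound dosing: single concentration / Medium: EGM-2 over gelatin coat / Evaluation: percent E-selectin-positive cells / Signal: immunofluorescence imaging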
* = called active by the depositor; ? = inconclusive; . = not tested or not shown.

Second line of a record: C2C12 statin	ERp5 inh	PglD inh	DENV2 CPE rescue	SIRT5 block	S100A4 inh HTS	E-sel inducer
#1 COc1ccc(-c2oc3c(OC)c(OC)c(OC)c(O)c3c(=O)c2OC)cc1OC
 : -25.7	2.7	-5.5	4.1	.	1.9	.
#2 O=[N+]([O-])c1ccc(C[n+]2cccc3ccc4cccnc4c32)cc1
 : .	-2.4	.	-5.0	-8.2	4.5	.
#3 CC(=O)N1CCCCN2[C@@H](CO)[C@H](c3ccc(-c4ccccc4)cc3)[C@@H]2C1
 : -19.5	4.3	-1.7	9.7	-0.3	13.1	0.1
#4 COc1cc(OC)c(S(=O)(=O)Nc2ccccc2N2CCCCC2)cc1NC(C)=O
 : -0.5	-1.7	.	13.9	2.0	-0.2	0.7
#5 CCOC(=O)CNC(=O)Cn1cnc2c(nnn2-c2cccc(OC)c2)c1=O
 : 0.3	3.6	-1.4	2.7	-3.8	-0.4	25.1
#6 O=C1NC(=O)/C(=C\c2ccc(Cl)cc2Cl)N1
 : 5.4	2.5	-1.2	-2.2	.	0.9	0.0
#7 CN(CC(=O)NC(=O)NC1CCCCC1)CC(=O)Nc1ccc(OC(F)(F)F)cc1
 : 12.4	-2.8	.	-4.3	-1.2	0.4	3.5
#8 CCCc1nnc(NC(=O)CCC(=O)Nc2ccc(Br)cc2)s1
 : -4.4	-2.9	-4.3	-1.1	-2.5	-7.8	.
#9 Cc1cnc(CNC(=O)c2ccc(OC3CCN(C(=O)C4CC4)CC3)cc2)cn1
 : 0.7	0.4	3.2	3.5	-1.8	2.4	.
#10 CN(CCC#N)C(=O)COC(=O)c1ccc2c(=O)n3c(nc2c1)CCC3
 : .	-5.4	.	0.1	-3.8	-3.4	0.5
#11 Cc1cc(C(=O)O)ccc1-n1c(C)cc(C=C2C(=O)c3ccccc3C2=O)c1C
 : 9.8	-2.2	.	-2.4	9.1	-1.4	?
#12 COc1ccc(S(=O)(=O)N2CCCc3nc(C)c(C)cc32)cc1
 : .	1.9	.	-6.5	.	1.1	-0.3
#13 CC(C)N1CCN(Cc2cn[nH]c2C2CCCCC2)CC1CCO (configuration not stated)
 : 0.5	-2.3	.	2.5	-3.1	10.3	.
#14 COc1ccc(CN2CCN(Cc3ccc(C)cc3)C(CCO)C2)cc1OC (configuration not stated)
 : .	1.5	.	10.2	1.1	-0.7	0.2
#15 Nc1nc(Cl)c(C=O)c(N2CCCCC2)n1
 : -2.9	-14.4	-5.4	12.0	-0.7	4.0	2.1
#16 CO[C@@H]1CN(C)C(=O)c2cc(NC(=O)C3CC3)ccc2OC[C@H](C)N(CC2CCCC2)C[C@H]1C
 : 4.0	1.3	-1.4	10.6	5.9	6.5	-0.2
#17 CC(=O)Nc1cccc(OCCCNS(=O)(=O)c2ccc(C#N)cc2)c1
 : 7.6	-9.8	-2.6	?	0.8	-2.8	-0.4
#18 Cc1ccc2nc(SCC(=O)Nc3ccccc3F)nc(=O)n2c1
 : -6.4	-11.7	-6.9	8.8	-0.4	-0.2	.
#19 COCCNC(=O)c1cccc(OC2CCN(Cc3ccc(F)c(OC)c3)CC2)c1
 : 1.7	2.1	0.4	1.6	-2.8	-6.8	-0.1
#20 COc1ccc(NC(=O)N(Cc2ccc(C)cc2)Cc2cccnc2)c(OC)c1
 : 37.8	7.0	2.3	1.3	1.7	-1.0	-0.1
#21 CC(=O)Nc1nc(-c2ccc3c(c2)CCN3C(=O)C2CC2)c(C)s1
 : -6.0	4.4	-0.9	-3.0	-7.1	-1.9	.
#22 Cc1cc2ncn(C(=O)N3CCCCC3)c2cc1C
 : 8.6	-3.2	-2.1	1.6	2.2	8.4	.
#23 O=P(COCCOCCOCCOCP(=O)(c1ccccc1)c1ccccc1)(c1ccccc1)c1ccccc1
 : .	0.6	.	0.1	0.5	12.1	3.8
#24 CN(CC(=O)Nc1cccc(F)c1)C(=O)CN1C(=O)C2CCCCC2C1=O (configuration not stated)
 : 23.8	-8.5	-2.8	3.6	3.1	3.0	-0.8
#25 COc1ccc(S(=O)(=O)Nc2c(NC3CCCCC3)c3ccccc3oc2=O)cc1Cl
 : 4.7	-1.1	-3.0	-2.7	-2.9	-3.5	0.0
#26 CCCCNCC#CCOc1cc(C)ccc1C(C)C
 : -1.1	0.1	-0.4	3.2	-3.0	0.1	0.3
#27 C[C@@H](NC(=O)C[C@H]1CC[C@H]2[C@@H](COC[C@H](O)CN2Cc2cc(F)ccc2F)O1)c1ccccc1
 : 12.8	-3.8	-4.1	-1.9	9.9	20.9	0.1
#28 Cc1sc2nc(C3CC3)nc(N3CCN(C(=O)c4ccc(F)cc4)CC3)c2c1C
 : 20.5	1.1	1.5	1.0	2.6	-8.6	.
#29 CC1CN(S(=O)(=O)c2cccc(C(=O)NCc3ccccn3)c2)CC(C)O1 (configuration not stated)
 : 4.7	4.1	.	-6.2	-2.9	0.2	.
#30 CS(=O)(=O)N1C[C@@H](O)COC[C@@H]2O[C@H](CC(=O)NCc3ccc(-c4ccccc4)cc3)CC[C@H]21
 : 7.2	0.5	3.1	12.0	-3.5	-15.5	0.1
#31 CCCC#Cc1cnc2c(c1)C(=O)N([C@H](C)CO)C[C@H](C)[C@H](CN(C)C(=O)C1CCOCC1)O2
 : 19.0	12.2	4.8	5.2	-5.9	0.9	5.9
#32 COc1cccc(CNC(=O)C[C@@H]2C=C[C@H](NC(=O)C3CCC3)[C@@H](CO)O2)c1
 : -0.1	.	.	.	-5.3	.	-0.1
#33 CCOC(=O)c1cnc(-n2nc(C)cc2C)nc1Nc1ccc(O)cc1
 : .	-4.3	.	2.7	2.1	-5.0	4.7
#34 C[C@@H]1CN([C@H](C)CO)C(=O)c2cc(NC(=O)Cn3cnnn3)ccc2O[C@H]1CN(C)Cc1ccc(Oc2ccccc2)cc1
 : 13.1	1.8	-0.6	18.4	-1.2	-5.4	7.4
#35 Cc1csc(CNC(=O)c2ccc(OC3CCN(CCc4ccccc4)CC3)cc2)n1
 : -19.1	-2.0	0.4	-0.7	-6.8	-2.9	.
#36 C[C@@H]1CN([C@H](C)CO)C(=O)c2cccc(NC(=O)c3ccncc3)c2O[C@H]1CN(C)Cc1ccc(C(=O)Nc2ccccc2N)cc1
 : .	-4.4	0.3	12.7	5.8	-8.0	5.1
#37 COCC#Cc1cnc2c(c1)C(=O)N([C@@H](C)CO)C[C@@H](C)[C@@H](CN(C)Cc1ccccc1F)O2
 : -5.8	3.1	0.8	-3.5	-1.1	16.9	0.2
#38 CCOC(=O)c1c(NC(=O)C[n+]2ccc(N(C)C)cc2)sc(C)c1C
 : -45.2	2.9	-7.0	0.3	-3.4	4.4	.
#39 CO[C@@H]1CN(C)C(=O)c2cc(NC(=O)c3ccccc3)ccc2OC[C@H](C)N(C(=O)C2CC2)C[C@H]1C
 : 1.4	-1.1	2.8	16.3	0.0	14.8	-0.2
#40 Cc1ccc(CNC(=O)COc2ccc(S(=O)(=O)N3CCOCC3)cc2)cc1
 : .	0.1	.	-2.1	-1.5	-0.1	.
#41 CCCN1[C@@H]2c3ccc(-c4cccc(F)c4)c(=O)n3C[C@H]1[C@H](CO)[C@H]2C(=O)NCC1CC1
 : 7.5	1.5	-3.2	-3.5	-6.3	5.1	-1.3
#42 O=C(CSC1=NCCS1)Nc1cccc(F)c1
 : 10.2	-1.7	0.2	?	-2.7	2.7	3.5
#43 O=C(C1CCOCC1)N1C[C@@H]2[C@H](c3ccccc31)[C@H](CO)N2Cc1ccc(Cl)cc1
 : -9.8	4.8	1.5	-7.6	-1.6	3.2	-0.6
#44 COc1ccc(C#Cc2ccc([C@H]3[C@@H](CO)N4C(=O)CN(C(=O)Nc5ccccc5F)C[C@H]34)cc2)cc1
 : .	0.6	.	?	-0.1	16.3	3.8
#45 Cc1ccccc1N(C(=O)Cc1ccsc1)C(C(=O)NC1CCCCC1)c1ccc(F)cc1 (configuration not stated)
 : 9.9	-3.3	0.4	.	-6.4	-0.9	.
#46 COc1ccc2c(c1)c(CC(=O)NCc1cc([N+](=O)[O-])ccc1O)c(C)n2C(=O)c1ccc(Cl)cc1
 : -13.3	-5.6	-1.3	2.4	-0.7	0.3	0.1
#47 CCOC1=C2[C@@H](CN(S(=O)(=O)c3ccc(C)cc3)[C@H]2c2ccccc2Cl)[C@H]2C(=O)N(C(C)(C)C)C(=O)[C@H]2C1
 : 0.0	-11.0	1.2	-0.6	-1.9	-1.8	-1.4
#48 Cc1noc(NS(=O)(=O)c2ccc(NC(=O)C(CC(C)C)N3C(=O)c4ccccc4C3=O)cc2)c1C (configuration not stated)
 : .	6.2	.	2.3	-1.9	-1.7	0.7
#49 O=C(Nc1cc2c3c(c1)CC(=O)N3CCC2)c1ccc(Br)o1
 : -14.1	-2.5	-0.5	-1.2	-0.5	-0.3	-0.2
#50 C[C@@H]1CN([C@@H](C)CO)C(=O)c2cc(NC(=O)CCCN(C)C)ccc2O[C@@H](C)CCCCO[C@@H]1CN(C)S(=O)(=O)c1ccccc1
 : .	-0.5	-1.6	30.9*	-3.8	5.3	-0.1
#51 COc1cccc(C(=O)NNC(=O)c2ccccc2)c1
 : -6.5	0.7	-1.2	-2.1	-1.1	3.4	-0.2
#52 CCc1ccccc1NC(=O)CN1CCN(C(=O)C2CCN(C(=O)/C=C/c3ccccc3)CC2)CC1
 : -6.2	3.8	3.3	2.1	1.9	-0.1	.
#53 Cc1ccc(/C=N/n2c(C3CCCCC3)n[nH]c2=S)o1
 : -12.7	-0.5	3.0	-11.3	3.9	1.1	1.5
#54 C[C@H]1CCCCO[C@H](CN(C)S(=O)(=O)c2ccc(Cl)cc2)[C@@H](C)CN([C@@H](C)CO)C(=O)c2cc(NS(=O)(=O)c3ccc(F)cc3)ccc2O1
 : -17.0	-3.3	-0.8	-0.5	23.5*	-50.7	.
#55 Cn1c(NCCCO)nc2c1c(=O)n(Cc1ccccc1F)c(=O)n2C
 : 6.3	2.5	-4.0	.	39.4*	0.8	.
#56 COc1ccc(/C=N/N=C2/NC(=O)C(c3ccccc3)(c3ccccc3)S2)cc1
 : 8.6	-50.4	0.3	-2.8	-5.5	-2.7	.
#57 Cc1c(Cl)cccc1NC(=O)CCCN1C(=O)c2cccnc2C1=O
 : 4.4	-5.1	-5.1	1.8	-0.6	-5.5	.
#58 Cc1cc(N)n(-c2ccc(S(=O)(=O)c3ccc(C(C)C)cc3)cc2)n1
 : .	4.9	.	-7.3	-3.1	6.0	.
#59 O=C(c1cc(-c2ccc(O)cc2)on1)N1CCc2ccccc2C1
 : 4.9	2.3	-3.3	6.9	.	-1.2	0.7
#60 COc1cccc(NC(=O)C[C@H]2CC[C@H]3[C@@H](COc4ccc(NS(=O)(=O)c5cccc(F)c5)cc4C(=O)N3C)O2)c1
 : -20.1	.	-5.7	-4.2	.	.	0.7

These rows are one share of the data (hit frequency here may not be typical).
